ER stress surv – ER stress cell death inhibition; CSM14.1 thapsigargin ER stress survival, ATP luminescence; relative survival (cellular ATP), % at 15 µg/mL (by protocol); actives 0.33% (n = 48,000); AID 1010;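 active means survival measured by cellular ATP above 50% at 15 µg/ml in the first screen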;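 further: cell death triggered by about 15 µM thapsigargin; ATP read 24 h after thapsigargin was added; plate controls were thapsigargin with DMSO for no effect and DMSO without thapsigargin for full effect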
* hit, by the source's call. Only part of the results is shown; count on the stated rates, not on these rows.

What do the screens show for `Cc1cc(C(=O)N=Nc2c(O)n(C)c3ccc(Br)cc23)n[nH]1`?
ER stress surv: 5.7

Results for COC(=O)c1c(N=CN(C)C)c(C#N)c(C)n1-c1ccccc1 ?
ER stress surv: 7.3

What do the screens show for `CC(=O)Nc1ccc(NS(=O)(=O)c2ccc(C)cc2)cc1`?
ER stress surv: -3.5

Results for COc1cc(/C=C2\SC(=N)N(c3ccc(F)cc3)C2=O)ccc1O ?
ER stress surv: -0.4

What do the screens show for `CN(C)c1ccc(C=NC2=NN(c3ccccc3)CC2)cc1`?
ER stress surv: 15.2

Results for CCOc1ccc(NC(=S)NC2CCCC2)cc1 ?
ER stress surv: 3.4

Results for NC(=O)c1ccc[n+](CC(=O)OCC23CC4CC(CC(C4)C2)C3)c1 ?
ER stress surv: 7.9

How did O=C(N/N=C/c1ccccc1C(F)(F)F)c1ccc(CN2CCOCC2)cc1 do in these assays?
ER stress surv: 3.7

Results for O=C(C(c1ccccc1)c1ccccc1)N1CCN(Cc2ccco2)CC1 ?
ER stress surv: -0.9

How did CCOC(=O)c1c(-c2ccc(-c3ccccc3)cc2)csc1NC(=O)C1CC1 do in these assays?
ER stress surv: 10.0

Results for Cc1cc2c(CC(O)C(Cl)(Cl)Cl)nc(-c3ccccc3)nc2s1 (stereo not drawn) ?
ER stress surv: -1.5

What do the screens show for `COc1ccc2c(c1OC)C(=O)OC2CC(=O)c1cc(F)ccc1O` (stereo not drawn)?
ER stress surv: 4.9

Results for O=C(N/N=C\c1cn(-c2ccccc2)nc1-c1ccccc1)c1ccc([N+](=O)[O-])cc1 ?
ER stress surv: 7.1

Results for Clc1ccc(C2=NN(c3ccccc3)C(c3ccco3)C2)cc1 (stereo not drawn) ?
ER stress surv: -3.0

What do the screens show for `CCn1cc(/C=C(/C#N)C(=O)Nc2ccc(Cl)cc2)c2ccccc21`?
ER stress surv: -0.6

What do the screens show for `C(=N\n1cnnc1)/c1ccc(Sc2nnnn2-c2ccccc2)o1`?
ER stress surv: 2.7

Results for CCOC(=O)CNS(=O)(=O)CCN1C(=O)c2ccccc2C1=O ?
ER stress surv: 8.3

How did CC(O)C#CCN1C(C)CCCC1C (stereo not drawn) do in these assays?
ER stress surv: -12.5

What do the screens show for `CCC(=O)Nc1ccc(NC(=O)c2ccc([N+](=O)[O-])cc2)cc1`?
ER stress surv: 7.3

Results for Cc1cccc(C(=O)N/N=C/c2ccc(OC3CSC3)cc2)c1 ?
ER stress surv: 5.0

What do the screens show for `Cc1cc(C)cc(NC(=O)CN(c2cccc(C(F)(F)F)c2)S(C)(=O)=O)c1`?
ER stress surv: 5.5

What do the screens show for `CCOc1ccccc1NC(=O)c1c(NC(=O)c2ccccc2Br)sc2c1CCCC2`?
ER stress surv: -4.8

How did CCOc1cc(C2Nc3ccccc3NC3=C2C(=O)CC(c2ccc(OC)cc2)C3)cc(Cl)c1O (stereo not drawn) do in these assays?
ER stress surv: 112.1*

Results for Cc1c(-n2c(O)c(C3=c4cc(Cl)ccc4=NC3=O)sc2=S)c(=O)n(-c2ccccc2)n1C ?
ER stress surv: -2.6

How did O=C(O)CCCN1C(=O)/C(=C\c2ccc(-c3cccc([N+](=O)[O-])c3)o2)SC1=S do in these assays?
ER stress surv: 11.9

How did CCn1c2ccccc2c2cc(NS(=O)(=O)c3cccc([N+](=O)[O-])c3)ccc21 do in these assays?
ER stress surv: 0.7

How did COc1c(C(=O)/C=C/c2ccccc2)c(O)c(OC)c2occc12 do in these assays?
ER stress surv: -3.4

What do the screens show for `COc1ccc(N2C(=O)/C(=C/c3cn(Cc4ccccc4)c4ccccc34)C(=O)NC2=S)cc1`?
ER stress surv: 12.7

Results for CCc1c(O)nc(SCC(=O)c2ccccc2)[nH]c1=O ?
ER stress surv: 5.0

What do the screens show for `CCOc1ccc(N2C(=O)CC(N3CCC(C(N)=O)CC3)C2=O)cc1` (stereo not drawn)?
ER stress surv: 2.5

What do the screens show for `COc1ccc(N(C(C)C(=O)Nc2cc(C)cc(C)c2)S(C)(=O)=O)cc1` (stereo not drawn)?
ER stress surv: 6.1

How did CCCC(C)C1C(C#N)=C(N)Oc2cc(N)ccc21 (stereo not drawn) do in these assays?
ER stress surv: -1.0

Results for CCC(C)OC(=O)C1=C(C)NC(=O)NC1c1ccccc1 (stereo not drawn) ?
ER stress surv: 4.3

Results for O=C(O)c1ccc(S(=O)(=O)c2ccc3c(c2)C(=O)N(c2cccc(C(F)(F)F)c2)C3=O)cc1 ?
ER stress surv: -1.2

How did O=C(NCc1ccccc1)c1nn2c(c1Br)NC(c1cccs1)CC2C(F)(F)F (stereo not drawn) do in these assays?
ER stress surv: 0.0

Results for CSCCC(NC(=O)c1ccccc1)C(=O)OCC(=O)Nc1nnc(C)s1 (stereo not drawn) ?
ER stress surv: 10.5

Results for O=C(Nc1ccc(S(=O)(=O)Nc2cnc3ccccc3n2)cc1)c1cc(Cl)ccc1[N+](=O)[O-] ?
ER stress surv: 2.3

How did O=C(Nc1ccc(NS(=O)(=O)c2ccccc2)cc1)c1ccco1 do in these assays?
ER stress surv: 1.5

How did C=CCOC(=O)C1=C(C)NC(C)=C(C(=O)OCC=C)C1c1ccc(C)o1 do in these assays?
ER stress surv: 0.9

What do the screens show for `CN1CCN(CCOCCOc2ccc(Br)cc2)CC1`?
ER stress surv: 0.2

Grouped by structure, the compounds so far with four or more nitrogen atoms.
What do the screens show for `Cc1cc(C(=O)N=Nc2c(O)n(C)c3ccc(Br)cc23)n[nH]1`?
ER stress surv: 5.7

Results for COC(=O)c1c(N=CN(C)C)c(C#N)c(C)n1-c1ccccc1 ?
ER stress surv: 7.3

What do the screens show for `CN(C)c1ccc(C=NC2=NN(c3ccccc3)CC2)cc1`?
ER stress surv: 15.2

Results for O=C(N/N=C\c1cn(-c2ccccc2)nc1-c1ccccc1)c1ccc([N+](=O)[O-])cc1 ?
ER stress surv: 7.1

What do the screens show for `C(=N\n1cnnc1)/c1ccc(Sc2nnnn2-c2ccccc2)o1`?
ER stress surv: 2.7

Results for Cc1c(-n2c(O)c(C3=c4cc(Cl)ccc4=NC3=O)sc2=S)c(=O)n(-c2ccccc2)n1C ?
ER stress surv: -2.6

How did O=C(NCc1ccccc1)c1nn2c(c1Br)NC(c1cccs1)CC2C(F)(F)F (stereo not drawn) do in these assays?
ER stress surv: 0.0

Results for CSCCC(NC(=O)c1ccccc1)C(=O)OCC(=O)Nc1nnc(C)s1 (stereo not drawn) ?
ER stress surv: 10.5

Results for O=C(Nc1ccc(S(=O)(=O)Nc2cnc3ccccc3n2)cc1)c1cc(Cl)ccc1[N+](=O)[O-] ?
ER stress surv: 2.3

Going on with the list:
Results for Cc1cc(C(F)(F)F)c(C#N)c(SCC(N)=O)n1 ?
ER stress surv: 0.8

Results for O=[N+]([O-])c1ccccc1OCCCCCCNCCO ?
ER stress surv: -3.1

Results for CCOC(=O)c1c(CC(C)C)csc1NC(C)=O ?
ER stress surv: 2.5

Results for CC(=O)Nc1cccc(C(=O)Nc2ccc(NC(C)=O)cc2Cl)c1 ?
ER stress surv: 3.0

What do the screens show for `c1coc(CNc2nc(N3CCOCC3)nc(N3CCOCC3)n2)c1`?
ER stress surv: 11.6

Results for COc1ccc(CCNC(=O)COc2cc(C)c(Cl)c(C)c2)cc1 ?
ER stress surv: -3.4

Results for CCOC(=O)c1c(NC(=O)c2ccc([N+](=O)[O-])cc2)sc2c1CCN(C(=O)OCC)C2 ?
ER stress surv: 8.8

What do the screens show for `Cc1cc(=O)[nH]c(SCCc2ccccc2)n1`?
ER stress surv: 6.6

What do the screens show for `COc1ccc(NC(=O)c2ccc(CN3CCN(Cc4ccccc4)CC3)cc2)c(OC)c1`?
ER stress surv: -4.0

How did CNC(=O)C(=O)Nc1cccc(Cl)c1 do in these assays?
ER stress surv: -2.2

What do the screens show for `COc1cc(/C=N/N=C2\NC(=O)C(CC(=O)O)S2)cc(OC)c1OC` (stereo not drawn)?
ER stress surv: 9.6

How did O=C(CN1C(=O)CCC1=O)NCCc1ccccc1 do in these assays?
ER stress surv: -2.8

How did C=C(C)Cn1c(SCC(=O)O)nnc1-c1ccc(C(C)(C)C)cc1 do in these assays?
ER stress surv: 11.7

Results for O=C(/C=C1/NC(=S)N(c2ccccc2)C1=O)c1ccc(Cl)cc1 ?
ER stress surv: 2.8

Results for Clc1ccccc1-n1ncnc1-c1ccc(Br)cc1 ?
ER stress surv: 6.8

Results for COc1c(Cl)cc(C(=O)Nc2ccc(C)cc2[N+](=O)[O-])cc1Cl ?
ER stress surv: 0.8

How did COC(=O)c1ccc(C2Nc3ccccc3NC3=C2C(=O)CC(C)(C)C3)cc1 (stereo not drawn) do in these assays?
ER stress surv: 6.7

How did O=C(NC(NC(=O)C(c1ccccc1)c1ccccc1)c1ccc(F)cc1)C(c1ccccc1)c1ccccc1 do in these assays?
ER stress surv: 4.4

Results for O=C(c1ccc(Cl)cc1[N+](=O)[O-])N1CCN(C/C=C/c2ccccc2)CC1 ?
ER stress surv: -1.6

What do the screens show for `Cc1ccc(/C=C(\C#N)c2nc(-c3cccc(Br)c3)cs2)o1`?
ER stress surv: 1.7

How did O=C(/C=C/c1ccc(-c2cccc([N+](=O)[O-])c2)o1)c1cc2ccccc2o1 do in these assays?
ER stress surv: -2.3

Results for COC(=O)c1ccccc1NC(=O)COc1ccc(C)c(C)c1 ?
ER stress surv: -1.7

What do the screens show for `COc1ccc(/C=N/N2CCN(c3ccccc3)CC2)cc1Br`?
ER stress surv: 10.3

What do the screens show for `O=C(Nc1ccc(Cl)cc1)O/N=C\c1c[nH]c2ccccc12`?
ER stress surv: 1.5

What do the screens show for `O=C(Nc1ccc(Br)cn1)c1cc2n(n1)C(C(F)(F)F)CC(c1cccs1)N2` (stereo not drawn)?
ER stress surv: -3.5

What do the screens show for `CC1CCC(CC(=O)OCc2ccccc2)C1(C)C` (stereo not drawn)?
ER stress surv: 1.4

Results for O=C(Nc1cccc2ccccc12)c1ccc(S(=O)(=O)N2CCCCC2)cc1 ?
ER stress surv: 12.5

What do the screens show for `O=C1C(=O)N(CCCn2ccnc2)C(c2ccccc2F)/C1=C(\O)c1ccc(Cl)cc1` (stereo not drawn)?
ER stress surv: -6.2

How did O=C(CSc1nnc(CCCN2C(=O)c3cccc4cccc(c34)C2=O)n1-c1ccccc1)NCc1cccnc1 do in these assays?
ER stress surv: 1.4

What do the screens show for `Cc1cc(=O)[nH]c(SCC(=O)Nc2cccc(C)c2C)n1`?
ER stress surv: -2.9

Results for CCOC(=O)C(=CNc1cccc(Br)c1)C(=O)OCC ?
ER stress surv: -2.4

Results for CC(C)(C)C1CCC(C(=O)N/N=C/c2cc([N+](=O)[O-])ccc2O)CC1 (stereo not drawn) ?
ER stress surv: 2.8

How did Cc1cccc(NC(=O)c2ccccc2NC(=O)c2ccccc2)n1 do in these assays?
ER stress surv: 4.9

How did O=C1c2ccccc2CCC1C1(O)C(=O)Nc2ccc(Br)cc21 (stereo not drawn) do in these assays?
ER stress surv: -0.1

What do the screens show for `C=CCn1c(C)nc2c(cnn2-c2ccccc2)c1=O`?
ER stress surv: 5.5

What do the screens show for `O=C(NCCN1CCOCC1)c1cc2nc(-c3ccc(Cl)c(Cl)c3)cc(C(F)(F)F)n2n1`?
ER stress surv: -4.0

Results for O=Cc1cccc(OCc2ccc(F)cc2)c1 ?
ER stress surv: 11.8

Results for c1ccc(C2=NCCn3cccc32)cc1 ?
ER stress surv: 1.7

How did CCCC(=O)Nc1nc(-c2ccc(C)c3ccccc23)cs1 do in these assays?
ER stress surv: 5.0

What do the screens show for `CCCOC(=O)/C(=C\c1cccc([N+](=O)[O-])c1)NC(=O)c1ccccc1`?
ER stress surv: 2.9

How did Cc1cc(Br)ccc1OCC(=O)N1CCCCC1 do in these assays?
ER stress surv: -4.9

What do the screens show for `COc1ccc(/C(C)=N\N=C2\NC(=O)CC(C(=O)NCCc3ccc(S(N)(=O)=O)cc3)S2)cc1` (stereo not drawn)?
ER stress surv: -1.7

Results for O=C1CCCc2c1[nH]c1ccc(C34CC5CC(CC(C5)C3)C4)cc21 ?
ER stress surv: 3.0

What do the screens show for `C=CCOc1ccc(/C=C/C(=O)c2ccc(F)cc2)cc1`?
ER stress surv: -1.1

What do the screens show for `Cc1ccc(Cl)cc1NC(=O)C1CC(=O)N(c2ccc(Br)cc2)C1` (stereo not drawn)?
ER stress surv: 1.1

What do the screens show for `CCOc1ccccc1NC(=O)CN(c1ccc(C)cc1)S(=O)(=O)c1ccc(SC)cc1`?
ER stress surv: 5.1

Results for CSc1nc2c(c(=O)n1C1CCCC1)C1(CCCCC1)Cc1ccccc1-2 ?
ER stress surv: 3.8

How did Cc1cccc2c1nc1s/c(=C\c3ccc(-c4ccccc4F)o3)c(=O)n12 do in these assays?
ER stress surv: -4.1

Results for Cc1ccc(-n2cnc3sc(C)c(C)c3c2=O)cc1 ?
ER stress surv: 1.5

Results for CC(C)N(Cc1ccccc1)C(=O)CN1C(=O)c2ccccc2C1=O ?
ER stress surv: 14.2

What do the screens show for `O=C(CSCc1ccc(Cl)cc1)Nc1ccc(C(=O)Nc2nccs2)cc1`?
ER stress surv: 7.8

What do the screens show for `O=C(N1CCCCC1)C12CC3CCC(CC(C3)C1)C2`?
ER stress surv: -15.3

What do the screens show for `Cc1c(C(=O)OC(C)C)sc(NC(=O)c2ccccc2F)c1C#N`?
ER stress surv: 3.2

Results for COc1cccc(C2NC(=O)NC(C)=C2C(=O)Nc2ccc(C)c(Cl)c2)c1OC (stereo not drawn) ?
ER stress surv: -3.3

How did CCOc1ccc(NC(=O)CC2S/C(=N\N=C(/C)c3ccc([N+](=O)[O-])cc3)NC2=O)cc1 (stereo not drawn) do in these assays?
ER stress surv: 7.6

Results for O=C(Nc1ccc(F)c([N+](=O)[O-])c1)c1cc2ccccc2o1 ?
ER stress surv: 5.1

Results for NC(=O)CSc1nc2sc3c(c2c(=O)n1-c1ccccc1)CCC3 ?
ER stress surv: -3.5

Results for COC(=O)c1c(N2C(=O)C=CC2=O)sc(C)c1C ?
ER stress surv: 2.5

Results for COc1cc(CN2CCN(Cc3ccccc3Br)CC2)cc(OC)c1 ?
ER stress surv: 0.9

How did O=C(c1cccc(F)c1F)N1CCN(c2cc(N3CCOCC3)c(F)cc2[N+](=O)[O-])CC1 do in these assays?
ER stress surv: 1.5

How did Cc1ccc2nc(SCc3ccc(Cl)cc3)nc(C)c2c1 do in these assays?
ER stress surv: -0.9
